ADAM10 inh – inhibitors of human ADAM10. recombinant ADAM10, EDANS/DABCYL FRET peptide cleavage, 3 h. inhibition, % at 7 µM. 0.62% of 370,000 active;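 active = inhibition above a per-campaign cutoff equal to the mean of compounds falling between control-based bounds plus 3 SD, cut at about 20% in these data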;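 also: 0% = DMSO wells while the 100% control is not disclosed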
Target sequence (O14672 214-748 limits assumed): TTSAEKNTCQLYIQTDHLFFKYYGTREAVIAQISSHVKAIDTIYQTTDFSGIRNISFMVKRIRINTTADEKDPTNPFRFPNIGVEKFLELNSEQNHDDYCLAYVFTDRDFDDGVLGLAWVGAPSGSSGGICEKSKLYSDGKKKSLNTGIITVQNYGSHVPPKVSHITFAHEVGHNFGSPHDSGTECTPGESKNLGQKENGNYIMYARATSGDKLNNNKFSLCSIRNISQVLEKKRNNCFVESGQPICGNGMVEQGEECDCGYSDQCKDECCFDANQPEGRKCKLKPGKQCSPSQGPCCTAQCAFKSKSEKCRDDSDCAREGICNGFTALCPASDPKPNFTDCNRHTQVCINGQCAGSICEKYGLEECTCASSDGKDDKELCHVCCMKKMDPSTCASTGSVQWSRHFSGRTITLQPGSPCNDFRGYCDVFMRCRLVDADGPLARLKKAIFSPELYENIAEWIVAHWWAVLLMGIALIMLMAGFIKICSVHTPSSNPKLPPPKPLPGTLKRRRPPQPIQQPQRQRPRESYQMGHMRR
DAX1 inh-1 – DAX1 (NR0B1) inhibition, primary screen; HEK293T StAR-luciferase reporter, SF-1/DAX-1 repression relief; inhibition, % at 6.8 µM; 1.1% of 370,000 active; AID 652010;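 active = inhibition above the mean over all tested compounds plus 3 SD, cut at about 3.6% in these data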;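 also: 0% = DAX-1 cells with DMSO and 100% = cells lacking DAX-1 with DMSO; higher inhibition means more luminescence from relief of DAX-1 repression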
PG9 binder – small molecules binding HIV-1 gp120 antibody PG9. TR-FRET gp120-PG9 antibody binding. inhibition, % at 6.7 µM. 0.43% of 360,000 active. AID 624416; in the data active = inhibition above about 8.5%
SMARCA2 activ – SMARCA2 function activation, primary screen | 1% of 370,000 active | MG213 cells, MMTV-luciferase reporter, dexamethasone, overnight | activation, % at 9.1 µM; in the data active = activation above about 7.8%;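 also: 0% = vehicle wells and 100% = reference activator wells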
FXN GAA850 act – frataxin GAA850 promoter activation | HEK293 lucGAA850 FXN promoter luciferase reporter, 24 h; percent of 10 µM SAHA response | activation, % at 6 µM | 0.56% of 360,000 active;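 active = activation above the average of all compounds screened plus 3 SD, cutoff fixed separately per campaign, cut at about 7.5% in these data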;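 also: 0% = DMSO wells and 100% = 10 µM SAHA wells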
hgDAF-12 ag – agonists of H. glycines DAF-12 nuclear receptor; 1.8% of 370,000 active; HEK293 GAL4-hgDAF12 UAS-luciferase reporter, agonist luminescence; normalized to butyrate control; activation, % at 6.8 µM; AID 687014;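 active = activation above a cutoff set at the mean of all screened compounds plus 3 SD, cut at about 10% in these data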;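 also: 0% = DMSO wells and 100% = sodium butyrate wells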
ssDAF-12 act – activates DAF-12 receptor from parasite S. stercoralis; HEK293 ssDAF-12/GRIP1 lit1-tk-luc reporter, luminescence; % of 3 µM dafachronic acid response; activation, % at 6.8 µM; 1% of 370,000 active; AID 652126;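 active = activation above the mean over all tested compounds plus 3 SD, cut at about 0.9% in these data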;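 also: 0% = DMSO-only wells and 100% = 3 µM delta7-dafachronic acid wells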
ADAM17 inh – inhibits human ADAM17 | 0.83% of 370,000 active | inhibition, % at 6.95 µM | recombinant ADAM17, EDANS/DABCYL FRET peptide cleavage | P78536;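 active = inhibition above the mean of compounds lying between control limits plus 3 SD, set per campaign, cut at about 8.5% in these data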;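 also: 0% = DMSO-only wells as the low control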
DAX1 inh-2 – inhibits human nuclear receptor DAX1; HEK293 Gal4-DAX1 luciferase reporter, luminescence; inhibition, % at 6.75 µM; 0.99% of 340,000 active; AID 504766;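 active = inhibition above the mean over all tested compounds plus 3 SD, cut at about 4.2% in these data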;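 also: 0% = DAX1-transfected cells with DMSO and 100% = empty-vector control cells with DMSO; inhibition shows as a rise in luminescence from relieved DAX1 repression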
Target sequence (P51843 207-470 limits assumed): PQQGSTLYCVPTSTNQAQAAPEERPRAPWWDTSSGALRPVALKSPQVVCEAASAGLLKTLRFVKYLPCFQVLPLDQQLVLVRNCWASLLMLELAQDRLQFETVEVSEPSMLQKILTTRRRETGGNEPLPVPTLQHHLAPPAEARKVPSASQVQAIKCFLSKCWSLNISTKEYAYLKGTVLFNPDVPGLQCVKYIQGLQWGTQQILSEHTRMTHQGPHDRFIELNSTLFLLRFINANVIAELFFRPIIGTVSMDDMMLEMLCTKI
hcDAF-12 act – H. contortus DAF-12 activation, primary screen. HEK293 hcDAF-12 lit1-tk-luc reporter, luminescence; 0% DMSO, 100% Δ7-dafachronic acid. 1.4% of 370,000 active. AID 652067. activation, % at 6.8 µM;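 active = activation above the mean of all tested compounds plus 3 SD, cut at about 5.5% in these data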;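 also: 100% = response to 3 µM Δ7-dafachronic acid high control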
NPR1 activator – GC-A (human) enzyme activation; AID 1671463; HEK293 GC-A cells, cGMP TR-FRET, EC30 ANP; 0% at EC30 ANP, 100% saturating ANP; 0.14% of 370,000 active; P16066; activation, % at 10 µM; in the data active = activation above about 40%
An asterisk follows results filed as active; x = not tested or not shown.

Screens in order: ADAM10 inh, DAX1 inh-1, PG9 binder, SMARCA2 activ, FXN GAA850 act, hgDAF-12 ag, ssDAF-12 act, ADAM17 inh, DAX1 inh-2, hcDAF-12 act, NPR1 activator
CCOC(=O)Cc1csc(NC(=O)c2csc3c2CCCC3)n1
 : 0, -1.6, 0.1, 0, 0.9, -0.5, -1.7, -7, -0.7, -2.3, 1
COC(=O)c1cn(NC(=O)c2ccc([N+](=O)[O-])c(C)c2)c(=O)c2ccccc12
 : -6, -0.2, 0.5, 1, 1.3, -1.4, -0.9, -9, -0.6, 0.6, -3
C=CCOc1c(CNc2cccc(C(=O)O)c2)cccc1OC
 : -216, 2.6, -0.8, 2, 1.3, 9.3, 0.2, -60, 1.3, 7.3*, -1
CCC(=O)Nc1c(C)n[nH]c1C
 : -4, -0.1, -1.4, -1, 2.4, 1.3, -1.4, 2, -0.9, 2.3, -1
COc1cc(/C=C/C(=O)NC(=O)c2ccccc2O)ccc1OC(C)=O
 : -20, 2.0, -1.6, 5, 0.2, 15*, -0.3, -2, 3.4, 4.8, 0
Cc1ccncc1CNC(=O)c1ccccc1
 : -14, -0.3, -0.4, -2, -2.4, -1.2, -0.5, -3, 1.2, -0.2, 2
CCc1c(C)sc(NC(=O)C2CC2)c1C(=O)OC(C)C
 : 5, -0.4, -1.9, 1, 2.9, -2.1, -0.8, 1, -0.9, -2.5, 2
O=C(O)c1ccc2c(c1)SC1=NS(=O)(=O)CCN12
 : 2, 0.4, 1.4, -1, -0.2, 3.6, -1.3, 0, 0.1, -0.7, -5
CCNc1nc(NC(C)C)nc(Oc2ccc(=O)n(C)n2)n1
 : -1, 0.3, -1.5, 0, 0.3, 1.1, -0.9, 0, -0.3, -0.1, 1
CN1CCC(N(C)C(=O)/C(C#N)=C/c2ccccc2)CC1
 : -9, 0.5, -0.8, 0, -1.2, 1.9, -1.3, -2, 1.5, -0.6, -1
CCOC(=O)C1CCN(CC(=O)Nc2cc(S(=O)(=O)N3CCCCC3)ccc2Cl)CC1
 : -5, -6.1, 1.3, -2, 1.2, -5.5, -1.7, 0, -4.4, -3.4, -2
COc1ccc(NC(=O)N2CCCCCC2)cc1OC
 : -4, 1.6, -0.1, 2, 0.8, 0.2, -0.7, 1, 0.6, -0.5, -1
CCOC(=O)[C@]12CCCC=C1N(Cc1ccc3c(c1)OCO3)C(=O)[C@H](CC(=O)N1CCSCC1)C2
 : -3, -0.6, 2.5, 4, x, -4.5, -1.1, 1, x, -0.6, -3
O=c1cc(NCc2ccco2)c2ccccc2o1
 : 0, 0.3, 1.3, 0, 1.7, -3.0, -1.4, 0, 0.5, -2.4, 0
Cc1nnc(NC(=O)c2ccccc2-c2ccccc2C(=O)O)s1
 : -8, 0.6, -0.3, -1, 0.8, 3.6, -0.7, -6, 1.5, -0.4, -1
CCCCCN(C(=O)CCC(=O)OCC(=O)NC1CCC(C)CC1)c1c(N)n(CCCC)c(=O)[nH]c1=O (stereo not drawn)
 : 5, 1.4, -1.2, 2, 0.3, -1.1, -0.8, -1, 0.0, 0.0, 3
CCc1nn2c(=O)c(S(=O)(=O)Nc3ccc(Cl)cc3)c(C)nc2s1
 : -2, -1.3, 4.2, -2, 1.2, 0.3, -1.5, 2, 0.7, -0.2, -7
CC(=O)Nc1ccc(-c2ccnc3c2CC(C)(C(=O)NCCC(F)(F)F)O3)cc1 (stereo not drawn)
 : -3, -0.3, 1.4, 4, -3.8, 2.1, 0.1, 0, x, -1.0, -3
Nc1nc(SCC(=O)NC2CCCc3ccccc32)n[nH]1 (stereo not drawn)
 : 7, 0.6, -0.4, -3, -0.4, -0.8, -1.4, -5, 1.2, -0.5, 0
O=C(c1ccc(COc2ccccc2[N+](=O)[O-])o1)N1CCCCCC1
 : -2, -0.1, -0.7, 4, 5.6, 1.0, -0.8, -2, 1.0, -0.7, 3
Cn1nc(C(F)(F)F)c(C(=O)Nc2cccc(Cl)c2)c1Cl
 : -8, -0.6, 0.0, -2, -0.3, -0.6, -2.0, -3, 0.3, -0.4, 2
COC(=O)CN=C1OC(=O)N2C(=O)C3=C4[C@@H](C[C@H]5C(=O)N(c6ccccc6)C(=O)[C@H]5[C@H]4[C@@]12Cc1ccccc1)[C@H]1C(=O)N(c2ccccc2)C(=O)[C@H]1[C@H]3C
 : 14, 0.2, -0.5, 0, -0.4, -1.0, -0.6, 9.8*, -0.2, -0.9, 2
C=CCn1c(O)c(C(CC)=NCc2cccnc2)c(=O)[nH]c1=O
 : -3, 1.0, -0.8, -1, 3.4, 1.5, -1.6, -2, 0.8, 0.4, 4
CCOC(=O)COc1ccc2c(=O)c(-c3ccccc3)coc2c1
 : 3, 0.2, -0.4, -3, -0.9, -0.8, -1.1, -1, -0.2, -1.9, 14
O=C(/C=C/c1cccc(Cl)c1)NCCCN1CCOCC1
 : 3, 0.4, -1.1, -2, -0.2, 3.2, -0.6, 1, 0.1, -0.6, 1
Cc1ccc2c(c1)c(CC(=O)Nc1ccc(F)cc1)c(C(=O)O)n2C
 : -8, 0.1, 1.1, -4, -1.2, 1.9, -1.6, -3, -0.9, 3.6, -1
COc1ccc(CN2C(=O)c3cccc4cccc(c34)C2c2nc3ccccc3[nH]2)cc1 (stereo not drawn)
 : -15, 0.6, -1.7, 1, x, 7.8, 0.0, -5, x, 2.3, -5
CCN1CCN(C(=O)CCc2nnc(CCc3c[nH]c4ccccc34)o2)[C@@H](C)C1=O
 : -4, 0.2, -1.8, 5, -1.4, 0.3, -0.9, 1, 1.2, -1.0, -2
Cn1cnc([N+](=O)[O-])c1Sc1ncccc1N
 : -13, -0.9, 1.1, 0, -0.6, 0.4, -1.2, -3, 0.6, 0.7, -3
CS(=O)(=O)N1CCCC(C(=O)N2CCN(c3cccc(Cl)c3)CC2)C1 (stereo not drawn)
 : 1, -0.2, -0.4, 2, 1.0, -2.3, -1.4, -5, 1.6, -1.3, 3
S=C1NCCOCCOCCOCCOCCNC(=S)N2CCOCCOCCN1CCOCC2
 : 1, 0.5, 0.0, -4, 1.6, -2.1, -1.1, 0, 0.9, -0.2, 4
O=C(Nc1ccccc1)Nc1nc2ncccn2c1-c1ccc(F)cc1
 : -50, 1.9, x, 14*, x, 5.9, -0.6, -12, x, -1.5, 1
Cc1c(C2CC(=O)N(c3ccccc3)C2=O)[nH]n(-c2ccccc2)c1=O (stereo not drawn)
 : 2, 0.2, -1.2, -1, 1.1, 1.3, -0.9, -8, -0.5, 0.7, 5
CCC(C)c1ccc(NC(=O)c2[nH]c(C)c(C(C)=O)c2C)cc1 (stereo not drawn)
 : 17, 0.1, -2.5, -1, -1.3, 0.6, -1.5, 7, -0.3, -1.9, -3
CC(c1nc2ccccc2n1Cc1ccccc1)N1CCCCC1 (stereo not drawn)
 : -1, -0.6, -1.8, -1, -0.8, -1.3, -1.0, 1, 0.2, -0.2, -42
O=C(Nc1ccc(F)c(Cl)c1)Nn1cnnc1
 : -2, -0.6, -1.7, -2, 0.2, -3.5, -1.2, -1, -0.4, -2.4, 3
CN(C)C(=O)c1ccc(-n2cnc3ccccc3c2=O)cc1
 : -3, 0.9, -1.4, -2, 3.0, 0.3, -1.2, -4, 0.6, 0.6, -3
CN(C)/C=N/c1cnc(C(=O)c2ccc(Cl)cc2)n1C
 : 6, 2.9, -1.8, 1, 2.7, 12*, 0.2, -4, 3.0, 6.4*, 0
CCOc1ccc(N(CC(=O)N2CCCC2)S(=O)(=O)c2ccc(Cl)cc2)cc1
 : -4, -0.4, -2.2, 0, 0.5, 2.0, -0.7, 0, -0.6, 0.2, -2
CN(C)CCCNC(=O)C(=O)Nc1cc2c3c(c1)CCC(=O)N3CCC2
 : -1, 1.3, -1.8, 0, -1.6, 0.6, -1.0, -2, 0.5, 2.9, 1
O=C(CCc1nnc2n(Cc3ccc(F)cc3)c(=O)c3ccccc3n12)NCCN1CCOCC1
 : -11, -0.2, -1.7, -1, 0.3, 0.5, -0.9, -5, 1.6, 1.5, 8
COc1ccccc1NC(=O)c1nnn(Cc2ccccc2)c1NC(=O)C(F)(F)F
 : 1, -0.8, -2.5, 2, -1.3, -2.6, -0.7, 4, -2.5, -0.3, -1
Cc1ccc(Cl)cc1N1CCN(C(=O)COc2ccc3c(c2)CCC3)CC1
 : 0, -0.9, -0.3, 0, 1.5, -1.6, -1.3, -6, 0.7, 1.5, 1
Cc1cc(C)n(-c2cc(N3CCN(S(=O)(=O)c4ccc(Cl)cc4)CC3)ccc2[N+](=O)[O-])n1
 : 8, -0.6, -1.8, -4, 1.1, -0.8, -1.9, 5, -1.1, -4.1, -8
CC(C)CC1NC(=O)c2cccnc2-n2c1nc1ccccc1c2=O (stereo not drawn)
 : -6, 0.1, -0.1, 3, -0.1, 3.6, -1.9, -3, 0.0, 1.4, -5
CC1Sc2ccc(S(=O)(=O)N3CCC(C(=O)NCc4ccc(Cl)cc4)CC3)cc2NC1=O (stereo not drawn)
 : 6, -3.5, -2.5, 1, -2.2, -1.1, -1.6, -1, -0.7, -3.8, -5
O=C(c1cccc(NS(=O)(=O)c2ccccc2)c1)N1CCN(c2ccccc2)CC1
 : 2, -0.1, 1.5, 0, 0.9, 2.0, -1.5, 0, 0.0, -0.6, 0
N#Cc1cccc(C(Br)S(=O)(=O)c2ccccc2)c1 (stereo not drawn)
 : -19, -0.5, 1.5, 0, 1.2, -2.6, -1.3, -7, 1.1, -1.1, 2
CCN1CCc2nc(NC(=O)c3cc(F)c(F)cc3Cl)sc2C1
 : -9, 1.3, 1.5, 2, 3.6, 0.7, -0.9, -2, 0.4, 2.0, 1
NC(=O)c1sc2nc3c(cc2c1N)CCCCCC3
 : -31, 0.6, -4.1, 11*, 1.5, 6.9, -1.1, -12, 0.3, 2.4, 3

The listing continues.
Screens in order: ADAM10 inh, DAX1 inh-1, PG9 binder, SMARCA2 activ, FXN GAA850 act, hgDAF-12 ag, ssDAF-12 act, ADAM17 inh, DAX1 inh-2, hcDAF-12 act, NPR1 activator
COC(=O)Cn1c(O)c(N=NC(=O)CNC(=O)COc2cccc(C)c2)c2ccccc21
 : -5, 0.7, -2.1, -4, 0.3, 1.9, -0.4, -2, 0.7, 4.7, 4
CCc1noc(C)c1C(=O)NCCc1ccc(F)cc1
 : -7, 1.1, 0.9, 0, -1.8, 3.0, -1.0, -4, 0.3, -1.7, 1
Cn1cc([N+](=O)[O-])c(C(=O)NNC(=O)c2ccc([N+](=O)[O-])cc2Cl)n1
 : -3, 0.6, 0.1, -1, 2.7, -0.4, -0.7, -5, 0.6, -0.5, 0
O=C(c1ccccc1)c1cccc2ccccc12
 : -1, 1.4, 2.5, -2, 1.3, -1.9, -1.5, -2, 1.1, -1.1, -2
CCOC(=O)c1ccccc1NC(=O)Cn1cnc2c(oc3ccccc32)c1=O
 : -16, 0.2, 1.3, 0, -0.3, 0.1, -0.2, -4, 2.9, -0.2, 0
O=C(Nc1ncc2c(n1)-c1ccccc1OC2)c1ccc(Cl)cc1
 : -380, -0.2, -2.7, -1, -1.2, 3.0, -1.6, -102, 0.8, 0.2, 3
Cc1noc(C)c1C(=O)N1CCN(C(=O)c2sc3cc(Cl)ccc3c2Cl)CC1
 : 4, -0.4, 0.3, 1, 1.6, 1.1, -0.1, -4, -0.4, -1.0, 1
O=C(CSc1nc2ncc(Cl)cc2[nH]1)NCC(=O)Nc1ccc(F)c(F)c1F
 : -4, 0.1, 1.2, -2, 0.9, 0.3, -2.0, -4, -1.0, 1.0, 2
O=C(NNC(=O)C1CCN(Cc2cccc(F)c2)CC1)c1cccc(Cl)c1
 : 8, 0.2, -2.0, 1, 0.2, 1.7, 0.1, -2, -0.6, 1.7, -2
